M. tuberculosis GlmU = inhibition of mycobacterial GlmU enzyme – biochemical, glucosamine-1-phosphate acetyltransferase (AID 1376); Bifunctional protein GlmU (Mycobacterium tuberculosis (strain ATCC 25618 / H37Rv)); M. tuberculosis GlmU acetyltransferase enzyme assay; higher % means a stronger effect; inhibition, %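 (tested at 30 µM in the primary screen)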, or IC50 in µM where a hit was titrated; 0.25% of 220,000 active; in the data active = inhibition above about 13%; inconclusive = no clear call, values can overlap the other calls;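 note: 0% = complete reaction with vehicle and 100% = reaction without substrate; strong numbers were not always called active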
Mtb RmlCD inh = M. tuberculosis RmlC/RmlD coupled enzyme inhibitors, primary screen, biochemical, compound mixtures, 384-well, from 1536-well plates; 0.03% of 160,000 active; inhibition, % at 3.6 µM; RmlC+RmlD coupled enzyme assay, percent inhibition; primary screen in compound mixtures; dTDP-4-dehydrorhamnose reductase (Mycobacterium tuberculosis (strain ATCC 25618 / H37Rv)) …; AID 1533, 2009; in the data active = inhibition mostly above about 34%, no sharp cut-off; inconclusive = no clear call, values can overlap the other calls; inactive = mostly below about 22%; note: some results filed as inactive read as strong as hits
Target sequence (P9WH09 whole entry, looked up): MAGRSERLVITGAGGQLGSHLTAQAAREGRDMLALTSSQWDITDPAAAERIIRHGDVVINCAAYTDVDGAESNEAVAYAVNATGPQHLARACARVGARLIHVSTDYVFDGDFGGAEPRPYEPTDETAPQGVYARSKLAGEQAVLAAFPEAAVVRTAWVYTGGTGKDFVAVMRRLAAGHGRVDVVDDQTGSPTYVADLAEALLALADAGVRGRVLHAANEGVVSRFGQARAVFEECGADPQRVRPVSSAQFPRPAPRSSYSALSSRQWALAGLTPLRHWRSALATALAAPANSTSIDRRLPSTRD
Target sequence (P9WH11 whole entry, looked up): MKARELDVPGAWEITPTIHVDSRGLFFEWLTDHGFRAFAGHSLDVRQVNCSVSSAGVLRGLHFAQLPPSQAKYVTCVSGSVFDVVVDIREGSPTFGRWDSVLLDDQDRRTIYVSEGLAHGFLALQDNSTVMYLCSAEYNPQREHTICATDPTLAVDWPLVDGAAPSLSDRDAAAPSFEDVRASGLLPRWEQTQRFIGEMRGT
* = called active by the depositor; ? = inconclusive; . = not tested or not shown. Not all compounds are listed; count on the stated rates, not on these rows.

SMILES	M. tuberculosis GlmU	Mtb RmlCD inh
CCOc1ccc(NC(=O)CSc2nc3ccccc3c(=O)n2CCNC(C)=O)cc1	0.6%	.
Cc1ccc(N=Cc2sc(O)c3ccccc23)cc1	-3.1%	.
O=C(CN1C(=O)c2ccccc2C1=O)N1CCN(C2c3ccccc3-c3ccccc32)CC1	-1.9%	.
Cc1cc2cc(CNS(=O)(=O)N(C)C)ccc2[nH]1	-9.4%	6
CCOC(=O)c1c(NC(=O)Nc2ccc(C)cc2)sc2c1CCN(C)C2	-5.7%	-2
COC(=O)N(NC(=O)C(O)(c1ccccc1)c1ccccc1)c1ccccc1	-3.2%	7
O=C(CN1CCCc2ccccc21)NCCc1ccc(Cl)cc1	0.0%	-2
COC(=O)N/N=C/c1c(C)nn(-c2cccc(Cl)c2)c1Cl	-2.3%	14
O=C(Nc1ccc2nc(-c3ccccc3)oc2c1)c1ccco1	-5.2%	4
COc1ccc(C)cc1S(=O)(=O)n1ccnc1C	-6.9%	-9
Cc1ccc(NN=Nc2nc3c([nH]2)c(=O)n(C)c(=O)n3C)cc1	4.3%	11
Cn1c(C23CC4CC(CC(C4)C2)C3)n[nH]c1=S	6.0%	-15
CCC(=O)Nc1nc2ccc3sc(C)nc3c2s1	-6.6%	-3
CCOc1cc(NC(=S)NCC2CCCO2)c(OCC)cc1NC(=O)C1CC1 (stereo not given)	-1.5%	.
COC(=O)c1cc(OC)c(OC)cc1NC(=O)CSc1nnnn1Cc1ccccc1	-2.8%	-6
CCc1cc(=O)oc2cc(C)cc(OCc3nn[nH]n3)c12	2.4%	1
Cc1ccc(C(=O)N[C@@H](C)CN2C3=NC[C@H](Cc4ccccc4)N3C[C@H]2Cc2ccc(O)cc2)cc1Br	-15%	.
O=C(CN1CCCCCCC1)Nc1ccc(Cl)cc1Cl	-1.3%	3
CCC1(CCCC(=O)c2ccc(F)cc2)C(=O)NC(=S)NC1=O	3.4%	5
COc1cccc(Nc2nc(-c3sc(NC(=O)CC(C)C)nc3C)cs2)c1	1.1%	9
Cc1c(CCO)c(=O)[nH]n1S(=O)(=O)c1ccccc1	0.1%	-6
CCOc1cc(N2CCOCC2)c(OCC)cc1NC(=O)CN1CCCC1	1.8%	9
Cn1c(-c2ccco2)n[nH]c1=S	5.3%	-10
Cc1cn(C)c(=O)n(C)c1=O	-1.9%	-6

Gathered by group: the entries above containing a thiophene ring, fused or not
SMILES	M. tuberculosis GlmU	Mtb RmlCD inh
Cc1ccc(N=Cc2sc(O)c3ccccc23)cc1	-3.1%	.
CCOC(=O)c1c(NC(=O)Nc2ccc(C)cc2)sc2c1CCN(C)C2	-5.7%	-2

Continued:
SMILES	M. tuberculosis GlmU	Mtb RmlCD inh
CCOc1ccc(N2C(=O)CC(/C=C3/N(C)c4ccccc4C3(C)C)C2=O)cc1 (stereo not given)	-0.3%	-6
COc1cc(O)c2c(=O)c3c(OC)c(O)ccc3oc2c1	7.5%	.
CCOc1ccccc1-n1c(SCC(=O)N(CC)CC)nnc1-c1ccccn1	-4.7%	11
Cc1ccc(NC(=O)CCC(=O)N/N=C/C=C/c2ccccc2)cc1	2.4%	-11
C=CCn1c(CNC(=O)c2ccco2)nnc1SCC(=O)c1ccccc1	-1.8%	5
O=C(COC(=O)CNC(=O)c1ccccc1)Nc1ccccc1Cl	6.7%	0
C=CCn1c(SCC(=O)OCC)nc(C(F)(F)F)cc1=O	-0.1%	.
O=C(Nc1ccc2[nH]c3c(c2c1)CCCC3)c1ccco1	-2.4%	8
Cn1cc(C(=O)c2ccccc2)c2ccccc21	-3.3%	6
CSc1ccccc1C(=O)C1CCCN(Cc2c(C)n(C)n(-c3ccccc3)c2=O)C1 (stereo not given)	0.6%	.
Oc1ccc(CN2CCc3ccccc3C2)c2cccnc12	-7.3%	-8
O=C(NCc1ccccn1)c1cccc([N+](=O)[O-])c1	5.7%	25

2 entries from above, with values under each structure:
Each structure is followed by: M. tuberculosis GlmU | Mtb RmlCD inh
Cc1cn(C)c(=O)n(C)c1=O
→ -1.9% | -6
CCOc1ccc(N2C(=O)CC(/C=C3/N(C)c4ccccc4C3(C)C)C2=O)cc1 (stereo not given)
→ -0.3% | -6

Next records:
SMILES	M. tuberculosis GlmU	Mtb RmlCD inh
COc1ccc(/C=C/C(=O)N2CCN(c3ccccn3)CC2)c2ccccc12	-2.9%	0
CCC(C)n1c(O)c(/C=N/Nc2nc3c(c(=O)n(C)c(=O)n3C)n2C)c(=O)[nH]c1=S (stereo not given)	3.4%	-4
Cc1scc(C(=O)Nn2cnnc2)c1-c1ccccc1	-1.1%	.
CC[C@H](C)NC(=O)c1ccc(Cn2c(=S)[nH]c3c([nH]c4ccc(OC)cc43)c2=O)cc1	5.0%	16
Cc1ccc(C(=O)C(C)OC(=O)C2=COCCO2)cc1C (stereo not given)	4.4%	17
COc1ccc(CC(=O)NNC(=O)CCC(=O)Nc2cc(C)ccc2C)cc1	5.4%	-9
CCCSc1nc(N2CCOCC2)c2c(c1C#N)CC(C)(C)SC2	-6.5%	0
COc1ccc(-c2cc3nc(C)c(CCC(=O)NCc4ccc(F)cc4)c(C)n3n2)c(OC)c1	-2.7%	10
CCOc1ccc(C(C)=O)cc1COC(=O)c1cccnc1SC	-0.6%	5
Cc1ccc(N2C(=O)c3ccccc3C2C(=O)c2ccc(C)c(C)c2O)cc1 (stereo not given)	-5.6%	.
Cc1cccc2c1CC(C)(C)N/C2=C\C(N)=O	-3.4%	-1
Cc1ccc(-n2c(=O)c(C#N)cc3c(=O)n4ccccc4nc32)cc1C	6.8%	.
Cc1nn(C)c(C)c1S(=O)(=O)NC1CCCC1	2.9%	7
COCCOC(=O)c1c(C)nc(SCC(=O)Nc2ccc(C)cc2)c(C#N)c1-c1ccco1	.	-4
Cc1onc(-c2ccccc2Cl)c1C(=O)NCc1nc(-c2ccc(C(F)(F)F)cc2)no1	-8.1%	9
COc1ccc(Nc2nc(N)nc(CSc3nc(C)cc(C)n3)n2)cc1	-4.8%	-2
CCOC(=O)C(C)n1cnc2c(nnn2Cc2ccc(C)cc2)c1=O (stereo not given)	-7.1%	3
O=C(CCC(=O)Nc1ccccc1)NNC(=O)c1ccccc1Cl	2.0%	-3
CCOc1ccc(-n2c(C)nc3cc(C(=O)NCc4ccc5c(c4)OCO5)ccc32)cc1	6.1%	7
CCc1nc(NCc2ccccc2)c(C#N)c2c1CCCC2	0.3%	.
Cn1nc(C(F)(F)F)c2cc(C(=O)O)sc21	0.6%	.
COC(=O)C1=C(c2ccccc2)C[C@@H]2CC[C@H]1N2C(=O)NCc1ccccc1	1.8%	.
CSc1nc(S(=O)(=O)c2ccccc2)c(Cl)s1	-2.0%	-9
Cc1ccc(S(=O)(=O)N(C)CC(=O)Nc2cccc3c2CCCC3)cc1	0.2%	4
CCN1CCN(C2=NC(=O)/C(=C/c3ccc(C)o3)S2)CC1	-0.6%	.
CNCCCOc1ccc(C)cc1Br	-2.1%	.
CCN(CC)C(=O)c1ccc2c3c(cccc13)C(=O)N(CCc1ccc(OC)c(OC)c1)C2=O	-4.2%	1
CCOc1ccccc1NC(=O)c1nc(-c2ccccc2)oc1C	2.1%	-8
Cc1nn(C)c(C(=O)N2CCOCC2)c1Cl	-2.9%	.
CCOC(=O)N1CCN(C(=O)CCSc2ccccc2)CC1	-3.8%	7
CC(C)C(=O)Nc1c(O)c2ccccc2[nH]c1=O	8.7%	2
O=C(NC(=S)Nc1ccc(CN2CCOCC2)cc1)c1ccco1	2.4%	-7
CC(C(=O)N1CCc2ccccc21)n1cccc1 (stereo not given)	-2.9%	-9
Cc1ccc(-c2nc(NCCN3CCOCC3)c3ccccc3n2)cc1	8.4%	.
C=CCn1c(SCN2C(=O)c3ccccc3C2=O)nc2ccc(Cl)cc2c1=O	5.9%	-11
O=[N+]([O-])C(C1CCS(=O)(=O)C1)C1CCS(=O)(=O)C1 (stereo not given)	-2.4%	21

Quoted at random: 5 records from the list, in no set order.
SMILES	M. tuberculosis GlmU	Mtb RmlCD inh
O=[N+]([O-])C(C1CCS(=O)(=O)C1)C1CCS(=O)(=O)C1 (stereo not given)	-2.4%	21
CCN(CC)C(=O)c1ccc2c3c(cccc13)C(=O)N(CCc1ccc(OC)c(OC)c1)C2=O	-4.2%	1
CC(C(=O)N1CCc2ccccc21)n1cccc1 (stereo not given)	-2.9%	-9
Cc1ccc(-c2nc(NCCN3CCOCC3)c3ccccc3n2)cc1	8.4%	.
CCOC(=O)N1CCN(C(=O)CCSc2ccccc2)CC1	-3.8%	7

More compounds follow:
SMILES	M. tuberculosis GlmU	Mtb RmlCD inh
N#Cc1c(-c2ccc(F)cc2)cc(-c2cccnc2)nc1N	1.3%	4
COc1cc(C(=O)N/N=C/c2sccc2C)cc(OC)c1OC	3.0%	-9
Cc1ccc(CSc2nnc(SCC(=O)N/N=C/c3ccc(C(=O)O)cc3)s2)cc1	2.0%	-5
CCOC(=O)N1CCN(C(=O)CSc2nc3c([nH]c4ccccc43)c(=O)n2C)CC1	6.8%	.
CCOC(=O)c1sc2cc([N+](=O)[O-])cc(SCC(=O)OC)c2c1N	-0.4%	.
COc1ccccc1C1(CCN=Cc2ccc(N(C)C)cc2)CCOC(C)(C)C1 (stereo not given)	-4.1%	.
CCOc1ccc(C(CC(=O)O)n2cnnn2)cc1OC (stereo not given)	-1.5%	35
Cc1nn(CC(C)C)c(Cl)c1C(=O)O	-3.4%	1
CCC(C)NS(=O)(=O)c1ccc(OCC(=O)NCc2ccco2)cc1 (stereo not given)	7.4%	48
CC1CCCN(c2nc3nonc3nc2N2CCCC(C)C2)C1 (stereo not given)	0.3%	.
O=C(Cn1cnc2ccccc2c1=O)Nc1nc2ccccc2s1	3.3%	6
COC(=O)CC1Oc2ccccc2N(Cc2ccc(C)cc2)C1=O (stereo not given)	-3.3%	-5
COC(C[C@H]1O[C@@H]1[C@H](O)COCc1ccccc1)OC	-2.2%	.
COCCn1c(SCC(=O)/C=C2\N(C)c3ccccc3C2(C)C)nnc1-c1ccncc1	-4.4%	.
Cc1cc2cc(CN(Cc3ccco3)C(=O)C3CCCCC3)c(=O)[nH]c2cc1C	-8.1%	.
Cc1ccccc1NC(=O)Cc1c(O)c2ccccc2[nH]c1=O	4.1%	2
CCOc1ccc(S(=O)(=O)Nc2ccc(S(=O)(=O)N3CCCCC3)cc2)cc1	-1.1%	11
CCc1ccc(N(C(=O)Cc2cccs2)C(C(=O)NC2CCCCC2)c2cn(C)nc2C)cc1 (stereo not given)	0.0%	4
CN(c1ccccc1)S(=O)(=O)c1cccc(NC(=O)c2cc(=O)c3ccccc3o2)c1	0.4%	2
Fc1ccc2c(c1)C(c1ccncc1)=NNC(c1cccnc1)=N2	-0.5%	.
COCC(=O)Nc1ccc(S(=O)(=O)NCCc2ccccc2)cc1	1.3%	.
Cc1cc(C)n2nc(SCCCC(=O)c3ccc(F)cc3)nc2n1	7.4%	4
CNC(=O)c1c[nH]n2c(=O)c(Cc3ccccc3F)c(C)nc12	6.4%	4
COc1ccc(C(=O)CSc2nnc(C3CCCCC3)n2N)c(OC)c1	-5.5%	-6
Cc1ccc(-c2nc(SCC(=O)NCC3CCCO3)c(-c3ccc(Cl)cc3)[nH]2)cc1 (stereo not given)	-1.2%	.
COc1ccccc1S(=O)(=O)Nc1ccc2cn[nH]c2c1	-3.9%	-1
Cn1c(=O)c2c(nc(SCC(=O)NCc3ccc4c(c3)OCO4)n2Cc2ccccc2)n(C)c1=O	-1.8%	.
O=C(CN(Cc1ccccc1)S(=O)(=O)c1ccc(S(=O)(=O)N2CCOCC2)cc1)Nc1ccccc1	-5.9%	?
O=C(NCCc1ccccc1)NC1CCCCC1	-1.4%	.
Nc1nonc1-c1nc2ccccc2n1CC(=O)N/N=C/c1ccc(-c2ccccc2C(=O)O)o1	0.2%	0
O=C(c1ccccc1Cl)N1CCNCC1	.	7
Cc1ccc(-n2c(SCC(=O)NCC3CCCO3)nnc2-c2ccoc2C)cc1 (stereo not given)	1.9%	.
Cc1ccc(F)cc1NC(=O)CSc1ncccn1	-7.5%	10
O=C(Nc1ccc(Cl)c([N+](=O)[O-])c1)c1ccc(NCCCN2CCOCC2)c([N+](=O)[O-])c1	0.5%	-9
Cc1[nH]n(-c2ccccc2)c(=O)c1C=Nc1ccc(S(=O)(=O)N=C(N)N)cc1	-3.7%	-15
CN(C)CCCN(C(=O)c1cc2ccccc2oc1=O)c1nc2ccc(F)cc2s1	3.5%	11
NC(=O)CSc1nnc(-c2ccc(S(=O)(=O)N3CCCC3)cc2)n1CC1CCCO1 (stereo not given)	3.6%	2
CCN(CC)C(=O)Cn1nc(-c2ccccc2O)nc1SCC(=O)Nc1ccc(OC)cc1	-0.2%	.
CCC(=O)Nc1cccc(C(=O)OCc2cccc([N+](=O)[O-])c2)c1	-4.8%	-5
Nc1ccc(Sc2cnn(-c3ccccc3)c(=O)c2Cl)cc1	-0.3%	-3
CCOC(=O)c1ccc2c(c1)n(Cc1ccccc1)c(C)[n+]2CC	0.9%	0
Cc1cccc(NC(=O)c2ccccc2O)c1C	-0.2%	0
CN(CC(=O)Nc1ccccc1N1CCOCC1)CC(=O)Nc1ccc(F)c(F)c1F	-2.9%	.
COCCN(C(=S)Nc1cc(C)cc(C)c1)C(C)c1cccnc1 (stereo not given)	2.0%	-11
CCCCN(C(=O)NC(=O)Nc1nc2ccc(OC)cc2s1)S(C)(=O)=O	-1.3%	1
O=C(O)CCn1c(-c2ccccc2)cc2ccccc21	3.8%	-6
O=C1CC(Nc2ccccc2)C(=O)N1c1ccc(N2CCOCC2)cc1 (stereo not given)	-1.4%	13
Cc1[nH]c(=O)[nH]c(=O)c1S(=O)(=O)N1CCCC1	2.4%	3
COc1ccc(-c2nnc(-c3cccnc3)o2)cc1	-3.1%	8

High-throughput results as filed in PubChem.
